Source: PubChem (several laboratories)
b-catenin transl = modulators of beta-catenin nuclear translocation; hit rate 0.3% among 190,000; HeLa beta-catenin nuclear translocation, immunofluorescence imaging; nuclear translocation activity, % at 5 µM;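 active = nuclear translocation activity above 50% at 5 µM, with a well cell count of 50 or more; inconclusive = wells under 50 cells across six images, flagged as toxic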;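 note: per-cell ratio of nuclear to cytoplasmic median beta-catenin stain intensity; plate controls were DMSO negative control for no effect and GSK-3 inhibitor IX positive control for full effect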
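assay system = human HeLa cells, endogenous beta-catenin | times = compound treatment 24 h, 37°C, 5% CO2 | detection = Anti-beta-catenin immunofluorescence on PFA-fixed, Triton-permeabilized cells, DAPI nuclei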
Autophagy HCS = autophagy modulation, high-content screen | calls only at 10 µM (by protocol) | hit rate 0.98% among 190,000 | MEF GFP-LC3 puncta imaging; test concentration mostly 10 µM | AID 463193;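 active = percentage of spot-positive cells more than 3 SD above its plate mean, without a fluorescence outlier flag or 80% toxicity; inconclusive = no clear call, values can overlap the other calls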;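 note: spot-positive cell cutoff set from DMSO-treated cells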
Dynein transport = dynein cargo transport inhibition | 3617.4 mouse cells, GR-EGFP nuclear translocation imaging; test concentration mostly 20 µM; stimulated with dexamethasone, 1 µM; hits give low values | z-score, hits read low | hit rate 0.47% among 220,000 | AID 1381;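 active = plate z-score of nuclear minus cytoplasmic receptor signal below a set negative limit, without overly bright fluorescence or cell loss, cut at about -3.5 in these data, passing the limit was not always enough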;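 note: z-score of nuclear minus cytoplasmic ring GR-EGFP intensity difference per well; some compounds called inactive have numbers as strong as hits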
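Buffer or medium: tet-free, stripped-serum medium; reagent: dexamethasone at 1.0 µM final, 30 min; incubation: 48 h induction, 1 h compound, 30 min dex at 37 °C; measured by: formaldehyde fixation, Hoechst nuclear stain, 10x automated fluorescence imaging; read-out: nuclear-to-cytoplasmic GR-EGFP distribution per well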
AID2073 = disruptors of CaV2.2 binding to Mint1 – biochemical, HTRF (AID 2073); hit rate 0.19% among 290,000; HTRF protein-protein interaction, Mint1-CaV2.2; higher % means a stronger effect; inhibition, % at 20 µM, or IC50 in µM where a hit was titrated; in the data active = inhibition mostly above about 51%, no sharp cut-off; inconclusive = no clear call, values can overlap the other calls; inactive = mostly below about 53%; note: some results filed as inactive read as strong as hits
Ins promoter up = MIN6 insulin promoter up-regulation | MIN6 insulin promoter-GFP reporter, high-content imaging; hits give high values | hit rate 0.3% among 190,000 | z-score at 5 µM;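 active = z-score above 3 at 5 µM with at least 500 cells counted in the well; inconclusive = wells under 500 cells, flagged as cytotoxic or low count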
HIV peptide binding = inhibitors of HIV fusion peptide binding, primary screen, biochemical, uHTS, fluorescence dequenching (AID 1986); cell-free peptide binding, fluorescence dequenching, 30 min; higher % means a stronger effect; inhibition, % at 20 µM, or IC50 in µM where a hit was titrated; hit rate 0.3% among 290,000; in the data active = inhibition mostly above about 52%, no sharp cut-off; inactive = mostly below about 76%; note: some results filed as inactive read as strong as hits
MT stabilize HCS = stabilizes microtubules in HeLa cells | AID 2205 | HeLa tubulin immunostaining HCS, 24 h; share of cells brighter than vehicle mean+2SD | % tubulin-high responders, % at 10 µM | hit rate 0.83% among 200,000;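 active = plate Z-score above 3 for both tubulin-high and condensed-nucleus cell shares, with cell loss under 80%, at 10 µM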;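 note: anti alpha tubulin signal scored within the nucleus-defined area of each cell; some results filed as inactive read as strong as hits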
Yfh1-depleted yeast = mitochondrial function rescue without frataxin homolog – Friedreich's ataxia, plus single-dose screen, dose response (AID 1465) | fold induction at 50 µM; hits with a dose series show EC50 in µM | hit rate 0.074% among 220,000 | S. cerevisiae Yfh1-off respiration, WST-1 reduction, 72 h; higher fold induction means a stronger effect;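 active = fold induction of absorbance versus untreated yeast above a set limit, then at least 30% activation at any dose in follow-up; inconclusive = repeats straddling the limit, or above it without dose testing; inactive = fold induction below the set limit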;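 note: activators that raise dye reduction in frataxin-depleted yeast; strong numbers were not always called active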
WT yeast gro inh = growth inhibition of WT yeast, mitochondrial fusion screen. mitochondrial fusion phenotypic screen, WT strain. inhibition, % at 10 µM. hit rate 2.1% among 190,000. AID 1362; in the data active = inhibition above about 58%; tested in S. cerevisiae
WT yeast gro inh mutant strain = further read-out of WT yeast gro inh, marked with its call; inhibition, %; mitochondrial fusion phenotypic screen, mutant strain inhibition
Dynein transport cytoplasmic EGFP = also measured in Dynein transport; calls as there; z-score; measured here: cytoplasmic GR-EGFP intensity; hits give high values
Dynein transport nuclear GR-EGFP = also measured in Dynein transport; calls as there; z-score; measured here: nuclear GR-EGFP intensity;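 lower value marks the stronger effect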
Dynein transport cell count = recorded beside Dynein transport, whose call it bears; z-score; measured here: cell count per field
Ins promoter up cell count = also measured in Ins promoter up; calls as there; cell count; measured here: cytotoxicity, nuclei count;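 total cells summed across four imaged fields per well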
b-catenin transl cell count 5 µM = also measured in b-catenin transl; calls as there; cell count; measured here: cell count, cytotoxicity flag
MT stabilize HCS Hoechst-high % = further read-out of MT stabilize HCS, marked with its call; % Hoechst-high responders; measured here: nuclear condensation Hoechst responders;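 share of cells brighter than vehicle mean plus two SD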
MT stabilize HCS cytotoxicity % = also measured in MT stabilize HCS; calls as there; toxicity, %; measured here: cytotoxicity by cell density;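 0% = mean cell density of plate MIN control wells and 100% = no cells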
Autophagy HCS cell loss 18 h = recorded beside Autophagy HCS, whose call it bears; toxicity, %; measured here: cell loss, nuclei count;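 cell loss after 18 h compound exposure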
* = called active by the depositor.

Screening O=C1CC(NCc2ccc3c(c2)OCO3)C(=O)N1Cc1ccc2c(c1)OCO2 (stereo not drawn) returned b-catenin transl -1.7, Autophagy HCS inactive, Dynein transport -0.42, AID2073 4%, Ins promoter up 0.52, HIV peptide binding -0.4%, MT stabilize HCS 4.8, Yfh1-depleted yeast inactive, WT yeast gro inh -2, WT yeast gro inh mutant strain 7, Dynein transport cytoplasmic EGFP -0.19, Dynein transport nuclear GR-EGFP -0.81, Dynein transport cell count 0.033, Ins promoter up cell count 1273, b-catenin transl cell count 5 µM 872, MT stabilize HCS Hoechst-high % 2.1, MT stabilize HCS cytotoxicity % 3.5 and Autophagy HCS cell loss 18 h -5.
`CCOc1ccc(NC(=O)CN(C)CC(=O)Nc2ccc(Br)cc2F)cc1OCC` gave b-catenin transl -0.7, Autophagy HCS inactive, Dynein transport 0.18, AID2073 4%, Ins promoter up 0.3, HIV peptide binding -0.9%, MT stabilize HCS 3.7, Yfh1-depleted yeast inactive, WT yeast gro inh 7, WT yeast gro inh mutant strain 3, Dynein transport cytoplasmic EGFP -0.29, Dynein transport nuclear GR-EGFP 0.51, Dynein transport cell count 0.41, Ins promoter up cell count 1231, b-catenin transl cell count 5 µM 1027, MT stabilize HCS Hoechst-high % 2.5, MT stabilize HCS cytotoxicity % 7.5 and Autophagy HCS cell loss 18 h 3.
For COC(=O)c1cc(CNC(=O)c2cccc(Cl)c2)ccc1OC the results were b-catenin transl 1.4, Autophagy HCS inactive, Dynein transport 0.62, AID2073 4%, Ins promoter up -0.09, HIV peptide binding -2.2%, MT stabilize HCS 1.5, Yfh1-depleted yeast inactive, WT yeast gro inh -7, WT yeast gro inh mutant strain -3, Dynein transport cytoplasmic EGFP -0.2, Dynein transport nuclear GR-EGFP 0.55, Dynein transport cell count -0.62, Ins promoter up cell count 1495, b-catenin transl cell count 5 µM 1112, MT stabilize HCS Hoechst-high % 2.7, MT stabilize HCS cytotoxicity % 14 and Autophagy HCS cell loss 18 h -1.
For CN(NS(=O)(=O)c1ccc(Cl)cc1)c1nc(C(F)(F)F)nc2ccccc12 the results were b-catenin transl -2.0, Autophagy HCS inactive, Dynein transport -1.3, AID2073 0%, Ins promoter up -0.71, HIV peptide binding 2.5%, MT stabilize HCS 4.6, WT yeast gro inh 54, WT yeast gro inh mutant strain 29, Dynein transport cytoplasmic EGFP -0.29, Dynein transport nuclear GR-EGFP -0.64, Dynein transport cell count 1.2, Ins promoter up cell count 1194, b-catenin transl cell count 5 µM 1086, MT stabilize HCS Hoechst-high % 2.8, MT stabilize HCS cytotoxicity % 4.1 and Autophagy HCS cell loss 18 h -1.
O=C(CSc1ccc(Cl)cc1)Nc1ccc(C2SCCS2)cc1 was read as b-catenin transl 0.0, Dynein transport -0.21, AID2073 25%, Ins promoter up -1.5, HIV peptide binding -1.4%, Yfh1-depleted yeast inactive, Dynein transport cytoplasmic EGFP -0.19, Dynein transport nuclear GR-EGFP -0.41, Dynein transport cell count -0.051, Ins promoter up cell count 1457 and b-catenin transl cell count 5 µM 1260.
Screening CCOC(=O)N1CCc2c(sc(NC(=O)c3ccc(S(=O)(=O)N4CCCC4)cc3)c2C#N)C1 returned b-catenin transl -0.4, Autophagy HCS inactive, Dynein transport 0.31, AID2073 4%, Ins promoter up 0.12, HIV peptide binding 13%, MT stabilize HCS 3.5, WT yeast gro inh 7, WT yeast gro inh mutant strain 0, Dynein transport cytoplasmic EGFP -0.21, Dynein transport nuclear GR-EGFP 0.5, Dynein transport cell count 0.66, Ins promoter up cell count 1285, b-catenin transl cell count 5 µM 1181, MT stabilize HCS Hoechst-high % 2.1, MT stabilize HCS cytotoxicity % 6.2 and Autophagy HCS cell loss 18 h 8.
`c1ccc(OCCCn2nnc(-c3ccc(N4CCOCC4)cc3)n2)cc1` gave b-catenin transl -4.9, Autophagy HCS inactive, Dynein transport 0.72, AID2073 14%, Ins promoter up -0.75, HIV peptide binding 0.5%, MT stabilize HCS 2.1, Yfh1-depleted yeast inactive, WT yeast gro inh -2, WT yeast gro inh mutant strain 4, Dynein transport cytoplasmic EGFP -0.1, Dynein transport nuclear GR-EGFP 0.4, Dynein transport cell count -1, Ins promoter up cell count 1298, b-catenin transl cell count 5 µM 1181, MT stabilize HCS Hoechst-high % 1.1, MT stabilize HCS cytotoxicity % 1.5 and Autophagy HCS cell loss 18 h -10.
Screening Cc1ccc(NC(=O)CSc2nnc(C)n2-c2ccccc2)cc1 returned b-catenin transl -3.0, Autophagy HCS inactive, Dynein transport -0.68, AID2073 2%, HIV peptide binding 2.4%, MT stabilize HCS 2.9, Yfh1-depleted yeast inactive, WT yeast gro inh -15, WT yeast gro inh mutant strain -1, Dynein transport cytoplasmic EGFP -0.12, Dynein transport nuclear GR-EGFP -0.52, Dynein transport cell count 0.78, b-catenin transl cell count 5 µM 521, MT stabilize HCS Hoechst-high % 1.6, MT stabilize HCS cytotoxicity % 5.2 and Autophagy HCS cell loss 18 h -4.
For Cc1cccc(N(C(=O)c2nsc(Cl)c2Cl)C(C(=O)NC2CCCC2)c2ccc(O)cc2)c1 (stereo not drawn) the results were b-catenin transl -3.0, Autophagy HCS inactive, Dynein transport -0.61, AID2073 0%, Ins promoter up -2.1, HIV peptide binding 1.9%, MT stabilize HCS 2.9, Yfh1-depleted yeast inactive, WT yeast gro inh 25, WT yeast gro inh mutant strain 2, Dynein transport cytoplasmic EGFP -0.26, Dynein transport nuclear GR-EGFP -0.17, Dynein transport cell count 1.9, Ins promoter up cell count 1308, b-catenin transl cell count 5 µM 1135, MT stabilize HCS Hoechst-high % 2.1, MT stabilize HCS cytotoxicity % 9.5 and Autophagy HCS cell loss 18 h 1.
Screening Cc1nc2ccc(NS(=O)(=O)c3ccc4c(c3)OCCO4)cc2s1 returned b-catenin transl 0.3, Autophagy HCS inactive, Dynein transport -0.37, AID2073 5%, Ins promoter up inconclusive, HIV peptide binding -1.2%, MT stabilize HCS 1.8, Yfh1-depleted yeast inactive, WT yeast gro inh -4, WT yeast gro inh mutant strain 1, Dynein transport cytoplasmic EGFP -0.28, Dynein transport nuclear GR-EGFP 0.17, Dynein transport cell count 0.23, b-catenin transl cell count 5 µM 999, MT stabilize HCS Hoechst-high % 1.3, MT stabilize HCS cytotoxicity % 3.4 and Autophagy HCS cell loss 18 h 9.
Cc1cccc(NC(=O)CCn2ccnc2C)c1 was read as Autophagy HCS inactive, Dynein transport 0.47, AID2073 1%, Ins promoter up -0.21, HIV peptide binding -1.1%, MT stabilize HCS 2.4, Yfh1-depleted yeast inactive, WT yeast gro inh -1, WT yeast gro inh mutant strain 4, Dynein transport cytoplasmic EGFP 1.1, Dynein transport nuclear GR-EGFP 0.61, Dynein transport cell count -0.41, Ins promoter up cell count 1200, MT stabilize HCS Hoechst-high % 1.9, MT stabilize HCS cytotoxicity % 1.9 and Autophagy HCS cell loss 18 h 16.
`COC(=O)C1C2CCC(C2)C1C(=O)OCC(=O)c1ccc(C)cc1` (stereo not drawn) gave Autophagy HCS inactive, Dynein transport 0.79, AID2073 -2%, Ins promoter up 0.32, HIV peptide binding -1.3%, MT stabilize HCS 1.6, Yfh1-depleted yeast inactive, WT yeast gro inh 3, WT yeast gro inh mutant strain -3, Dynein transport cytoplasmic EGFP 0.67, Dynein transport nuclear GR-EGFP 1, Dynein transport cell count -0.69, Ins promoter up cell count 917, MT stabilize HCS Hoechst-high % 1.6, MT stabilize HCS cytotoxicity % 20 and Autophagy HCS cell loss 18 h -24.
For Cc1cccc(C)c1NC(=S)N(CCN(C)C)Cc1cccs1 the results were Autophagy HCS inactive, Dynein transport -0.46, AID2073 -29%, Ins promoter up -0.54, HIV peptide binding 2.1%, MT stabilize HCS 1.5, Yfh1-depleted yeast inactive, WT yeast gro inh -13, WT yeast gro inh mutant strain 27, Dynein transport cytoplasmic EGFP -0.33, Dynein transport nuclear GR-EGFP -0.084, Dynein transport cell count 0.65, Ins promoter up cell count 1322, MT stabilize HCS Hoechst-high % 2.2, MT stabilize HCS cytotoxicity % 7.4 and Autophagy HCS cell loss 18 h 5.
For O=C(CSc1nnc(CNc2ccc(F)cc2)n1Cc1ccccc1)NCc1ccco1 the results were b-catenin transl -6.2, Autophagy HCS inactive, Dynein transport -1.4, AID2073 -8%, Ins promoter up -0.08, HIV peptide binding -2.2%, MT stabilize HCS 3.5, Yfh1-depleted yeast inactive, WT yeast gro inh -3, WT yeast gro inh mutant strain 8, Dynein transport cytoplasmic EGFP -0.26, Dynein transport nuclear GR-EGFP -1, Dynein transport cell count 0.41, Ins promoter up cell count 1211, b-catenin transl cell count 5 µM 985, MT stabilize HCS Hoechst-high % 2.4, MT stabilize HCS cytotoxicity % 8.1 and Autophagy HCS cell loss 18 h 26.
Cc1ccc2c(c1)OC(=O)CC2c1ccccc1 (stereo not drawn) was read as b-catenin transl -0.2, Autophagy HCS inactive, Dynein transport 0.047, AID2073 1%, Ins promoter up 0.36, HIV peptide binding -0.9%, MT stabilize HCS 0.8, Yfh1-depleted yeast inactive, WT yeast gro inh 36, WT yeast gro inh mutant strain 31, Dynein transport cytoplasmic EGFP -0.24, Dynein transport nuclear GR-EGFP 0.16, Dynein transport cell count 0.37, Ins promoter up cell count 871, b-catenin transl cell count 5 µM 1100, MT stabilize HCS Hoechst-high % 1.3, MT stabilize HCS cytotoxicity % 1.4 and Autophagy HCS cell loss 18 h 2.
